Bioassay records: PubChem BioAssay, NMMLSC
V-ATPase pHluor = regulators of yeast V-ATPase proton pumping, primary screen, pHLuorin cytosolic pH fluorescence; 350,000 tested, 0.37% active; S. cerevisiae; response, % at 10 µM; in the data active = response mostly above about 7.3%, no sharp cut-off; inactive = mostly below about 5.4%; note: actives read high; inactives centre near 0; some compounds called inactive have numbers as strong as hits; reference of the scale not given here
The depositor's hits bear a star.

SMILES	V-ATPase pHluor
C#CCN(C[C@@H]1[C@@H](OC(=O)NCCCCCC)[C@@H](OC(=O)NCCCCCC)Cn2c(=O)n(CCCCCC)c(=O)n21)S(=O)(=O)c1ccc(C)cc1	-1
O=C(C[C@H]1C(=O)N(Cc2cccnc2)C[C@@H]1Cc1ccccc1)Nc1ccc(Br)cc1	0
CCCCCN1C=CC=C/C1=C\C=C(C#N)C#N	-1
OCCNc1ncnc2c1nnn2Cc1ccccc1Cl	0
O=C(Nc1ccc2nc(N3CCOCC3)sc2c1)c1cc2ccccc2o1	-1
COCCn1c(-c2ccc(Br)cc2)nc2oc3cc(OC)ccc3c(=O)c2c1=O	2
O=C(N=Nc1c(O)[nH]c2ccc(Br)cc12)c1ccco1	1
COc1cccc(-c2nc3n(n2)CCc2ccccc2-3)c1	4
COc1ccc(CC(O)CO)cc1OCc1ccccc1 (configuration not stated)	3
CCc1ccc(N2CC(C(=O)Nc3ccccc3N3CCCC3)CC2=O)cc1 (configuration not stated)	-1
COc1cccc(OC)c1C(=O)NCc1ccco1	0
O=C(Nc1ncccc1O)c1ccc(Cl)c(S(=O)(=O)N2CCCC2)c1	-1
CS(=O)(=O)c1ccc(Cl)c(NC(=O)c2ccc(-n3cncn3)c([N+](=O)[O-])c2)c1	-2
Cn1cccc1CN1CCC[C@]2(N[C@H](c3ccc(C(F)(F)F)cc3)[C@@H]3C(=O)N(Cc4ccccc4)C(=O)[C@@H]32)C1=O	0
COc1cc2c(cc1OC)C(=O)C(c1ccc3c(c1)OCO3)CC2 (configuration not stated)	1
O=C1Nc2cccc3c2N(CCC3)C2=C1CCC2	-1
C[C@@H]1CCCCO[C@@H](CN(C)S(=O)(=O)c2ccc(Cl)cc2)[C@@H](C)CN([C@H](C)CO)C(=O)c2cc(N(C)C)ccc2O1	0
C[C@@H]1CN([C@@H](C)CO)C(=O)CCCn2nncc2CO[C@H]1CN(C)Cc1cccc(O)c1	6
C[C@@H]1CN([C@H](C)CO)C(=O)CCCn2nncc2CO[C@H]1CN(C)S(=O)(=O)c1ccc2ccccc2c1	1
C[C@H]1CN([C@@H](C)CO)S(=O)(=O)c2ccc(Br)cc2O[C@H]1CN(C)C(=O)Nc1ccccc1F	1
C[C@H](CO)N1C[C@H](C)[C@H](CN(C)C(=O)Nc2ccccc2)OCc2cnnn2CCCC1=O	-2
C[C@H](CO)N1C[C@H](C)[C@H](CN(C)Cc2ccncc2)Oc2ncc(Br)cc2C1=O	1
COc1ccc(CCN2CC(C(=O)OCC(=O)c3c(N)n(CC(C)C)c(=O)n(C)c3=O)CC2=O)cc1OC (configuration not stated)	1
CC(C)N1CC2(CC(c3ccccc3F)=NO2)CN1C(=O)c1ccco1 (configuration not stated)	1
O=Cc1cn(-c2ccccc2)nc1-c1cccc([N+](=O)[O-])c1	2
Cc1ccc(S(=O)(=O)Nc2ccccn2)c(C)c1	-1
O=C(N/N=C/C(Br)=C\c1ccccc1)c1cccs1	2
O=C1OCCC1=COCCCCCOC=C1CCOC1=O	-4
NC(=O)c1ccc(/C(N)=N/S(=O)(=O)c2cc(C(F)(F)F)cc(C(F)(F)F)c2)cc1	-5
Cc1cc(Nc2ccccc2C(=O)O)n2ncnc2n1	2
COc1cc(C=NNc2ccccc2)ccc1OC(=O)c1ccccc1	-2
COc1ccc(N2C[C@H](CSC)[C@@H](CC(=O)Nc3ccc(Br)cc3)C2=O)cc1	1
O=S(=O)(Nc1cccc(CO)c1)c1cccs1	0
CCCCCC(=O)N1C[C@@H](O)[C@H](n2cc(-c3ccc(F)cc3)nn2)C[C@@H]1c1ccc(C)cc1	-2
COC(=O)c1ccc(N=CC2=C(O)CC(c3ccccc3)CC2=O)cc1 (configuration not stated)	-19
Cc1ccccc1NC(=O)C(C)OC(=O)C1CCCO1 (configuration not stated)	-2
O=C1NC(Cc2ccc(O)cc2)c2nc3cc(F)ccc3c(=O)n2-c2cc3ccccc3cc21 (configuration not stated)	-1
COc1ccc(C)cc1Nc1ncnc2c1nnn2Cc1ccccc1Cl	1
O=C(C[C@H]1C(=O)N(Cc2ccccc2)C[C@@H]1Cc1ccccc1)Nc1ccc(Br)cc1	4
C[C@@H]1CN([C@@H](C)CO)C(=O)CCCn2nncc2CO[C@@H]1CN(C)C(=O)Nc1ccccc1	-2
CCOC(=O)c1ccc(N2CCOCC2)c(NC(=O)c2c(-c3ccccc3)noc2C)c1	-1
COc1ccc(-c2cc(C(F)(F)F)n3nc(C(N)=O)cc3n2)cc1	2
O=C1CCC(=O)N1CCC(=O)N(C(=O)NC1CCCCC1)C1CCCCC1	-1
C[C@@H]1CN([C@@H](C)CO)S(=O)(=O)c2ccc(Br)cc2O[C@H]1CN(C)C(=O)c1cccc(F)c1	-3
N#C/C(=C\N1CCOCC1)S(=O)(=O)c1ccc(Cl)cc1	-4
COc1ccc(C2CCc3cc(OC)c(OC)cc3C2NC=O)cc1OC (configuration not stated)	-2
CC(=O)c1c(O)c(C)c(O)c2c1OC1=Cc3c(c(C)nn3C)C(=O)C12C (configuration not stated)	-1
C[C@@H]1CN([C@@H](C)CO)C(=O)c2cc(Br)cnc2O[C@H]1CN(C)Cc1cccnc1	2

A section from the list above:
SMILES	V-ATPase pHluor
O=C1NC(Cc2ccc(O)cc2)c2nc3cc(F)ccc3c(=O)n2-c2cc3ccccc3cc21 (configuration not stated)	-1
COc1ccc(C)cc1Nc1ncnc2c1nnn2Cc1ccccc1Cl	1

The listing continues.
SMILES	V-ATPase pHluor
COc1ncnc2c1ncn2CCCN1CCN(Cc2ccc(C)cc2)CC1	0
CCOC(=O)c1ccc(N2C(=O)CC(NNC(=O)c3ccc(Br)s3)C2=O)cc1 (configuration not stated)	1
Cc1ccc(NCC(=O)Nc2ccc(F)c(Cl)c2)cc1S(=O)(=O)N1CCOCC1	-6
O=S(=O)(NC1CCN(Cc2ccccc2)CC1)c1ccc(Cl)cc1	0
COc1ccc(S(=O)(=O)N2CCOCC2)cc1NC(=O)C1CC(=O)N(c2ccc3c(c2)OCCO3)C1 (configuration not stated)	3
[O-][N+](=Cc1c(Cl)cccc1Cl)CC1(O)CCCCC1	-1
CCOC(=O)c1c(C)oc2cc(Sc3ccccc3)c(O)c(O)c12	2
CC(C)c1ncc(CO)n1Cc1c(Cl)cccc1Cl	-3
Cc1c(NC(=O)Nc2cc(F)c(F)cc2Cl)c(=O)n(-c2ccccc2)n1C	-1
O=C1CCC2CN3CCc4c([nH]c5ccccc45)C3CC2C1 (configuration not stated)	-1
CC(=O)c1c(O)cc2c3c1OC(C)(C)C1CCC(C)(CC31)O2 (configuration not stated)	1
CCOC(=O)Cc1csc(NC(=O)c2cccc(Cl)c2)n1	6
C[C@H](CO)N1C[C@H](C)[C@H](CN(C)Cc2cccc(F)c2)Oc2ncc(Br)cc2C1=O	2
CCC(C)(C)C1CCC2(CC1)NC(=O)N(CC(=O)N1CCN(c3ccccc3OC)CC1)C2=O (configuration not stated)	0
Cc1cc(Br)c(NC(=O)CN2C(=O)NC3(CCOc4ccccc43)C2=O)c(Br)c1 (configuration not stated)	-1
c1ccc(CSc2nccc(-c3ccco3)n2)cc1	4
CSc1nsc(NN)n1	-2
C=CCN(c1ccc(F)cc1)S(=O)(=O)c1cc(C(=O)NC2CC2)ccc1Cl	-1
CCOC(=O)c1sc(S(C)(=O)=O)c2c1CCc1conc1-2	2
COc1ccc(C(=O)OCC(O)COC(=O)c2ccc(OC)cc2)cc1	-1
Cc1cc(O)c(Sc2ccccc2)c(=O)o1	2
C[C@H](CO)N1C[C@H](C)[C@@H](CN(C)C(=O)Nc2ccc(C(C)(C)C)cc2)OCc2cnnn2CCCC1=O	1
CC1(C)C(=Cc2ccccc2)C(=O)c2ccccc21	-1
O=C1NC(=Nc2cccnc2)S/C1=C/c1ccc(F)cc1	3

Looked up one by one from the list above:
SMILES	V-ATPase pHluor
C[C@H](CO)N1C[C@H](C)[C@@H](CN(C)C(=O)Nc2ccc(C(C)(C)C)cc2)OCc2cnnn2CCCC1=O	1
c1ccc(CSc2nccc(-c3ccco3)n2)cc1	4
O=C1NC(=Nc2cccnc2)S/C1=C/c1ccc(F)cc1	3

Carrying on.
SMILES	V-ATPase pHluor
COc1ccccc1N(C)S(=O)(=O)c1ccc(C(=O)NCCCN2CCCC2=O)cc1	-1
O=C(COC(=O)Cc1ccc(Cl)cc1)NCc1ccc(Cl)cc1	-1
CCOC(=O)Nc1ccc(S(=O)(=O)N2CCC(c3nc4ccccc4[nH]3)CC2)cc1	0
C[C@H](CO)N1C[C@H](C)[C@@H](CN(C)Cc2ccccc2)OCCCC[C@H](C)Oc2ccc(N(C)C)cc2C1=O	-2
C[C@H](CO)N1C[C@H](C)[C@@H](CN(C)Cc2cccnc2)OCc2cnnn2CCCC1=O	-1
C[C@@H]1CN([C@@H](C)CO)C(=O)CCCn2cc(nn2)CO[C@H]1CN(C)C(=O)c1cc(-c2ccccc2)on1	6
CC1(C2CC2)NC(=O)N(CC(=O)Nc2ccc(OC(F)F)cc2)C1=O (configuration not stated)	1
COc1ccccc1S(=O)(=O)N(C)C[C@H]1OCc2cnnn2CCCC(=O)N([C@H](C)CO)C[C@@H]1C	0
COC(=O)C1CC(c2ccccc2)N(c2ccccc2)O1 (configuration not stated)	-3
C[C@H]1CN([C@@H](C)CO)C(=O)CCCn2nncc2CO[C@@H]1CN(C)S(=O)(=O)c1ccc2ccccc2c1	0
O=C1CNC(=O)c2cc(Cl)ccc2N1	2
CCCCN1C[C@H](C)[C@@H](CC(=O)Nc2ccccc2)C1=O	3
COc1ccc([C@@H]2C[C@H]3[C@@H](CN2S(=O)(=O)c2ccccc2)C(=O)C[C@@H](c2cccc4ccccc24)N3S(=O)(=O)c2ccc(C)cc2)cc1	-1
CCCCCCn1c(=O)n2n(c1=O)[C@@H]1CN(S(=O)(=O)c3ccc(C)cc3)C[C@]1(O)[C@@H](OC(=O)NCc1ccco1)C2	1
COc1cc2ccccc2cc1C(=O)N/N=C/c1cccs1	0
C[C@@H]1CN([C@H](C)CO)C(=O)c2c(c3ccccc3n2C)-c2ccccc2CO[C@@H]1CN(C)Cc1ccc(O)cc1	-3
C=CCn1c(C)nnc1SCC(=O)N1c2ccccc2NC(=O)C1(C)C	0
COc1ccc(/C=C/C(=O)OCC(=O)Nc2nnc(-c3ccccc3)o2)c(OC)c1	2
O=P1(O)CC2=C(CC=CC2)C1	-1
Cc1cccc(NC(=O)c2nc[nH]c2C(=O)N[C@@H](C)CO)c1	-1
COc1ccccc1NC(=O)N(C)C[C@@H]1OCc2ccccc2-c2c(n(C)c3ccccc23)C(=O)N([C@H](C)CO)C[C@@H]1C	0
CC1CCN(C(=O)c2ncn3c2c(=O)[nH]c2ccccc23)CC1	-1
CCC/C=C/c1ccc(CN2C(CC(C)C)C(=O)N(Cc3cn(CCC4OCCCO4)nn3)CCS2(=O)=O)cc1 (configuration not stated)	0
CC1=C(C(=O)N(C)C)CC(CC(=O)NCCCN(C)C)C(=O)N1CCC1=CCCCC1 (configuration not stated)	1

Among those listed so far, these contain a furan ring, fused or not.
SMILES	V-ATPase pHluor
O=C(Nc1ccc2nc(N3CCOCC3)sc2c1)c1cc2ccccc2o1	-1
O=C(N=Nc1c(O)[nH]c2ccc(Br)cc12)c1ccco1	1
COc1cccc(OC)c1C(=O)NCc1ccco1	0
CC(C)N1CC2(CC(c3ccccc3F)=NO2)CN1C(=O)c1ccco1 (configuration not stated)	1
CCOC(=O)c1c(C)oc2cc(Sc3ccccc3)c(O)c(O)c12	2
c1ccc(CSc2nccc(-c3ccco3)n2)cc1	4
CCCCCCn1c(=O)n2n(c1=O)[C@@H]1CN(S(=O)(=O)c3ccc(C)cc3)C[C@]1(O)[C@@H](OC(=O)NCc1ccco1)C2	1

Further results:
SMILES	V-ATPase pHluor
CC(NS(=O)(=O)c1cc2c3c(c1)CCN3C(=O)CC2)c1ccccc1 (configuration not stated)	1
C[C@@H]1CN([C@@H](C)CO)C(=O)CCCn2nncc2CO[C@H]1CN(C)C(=O)NC1CCCCC1	0
CC(C)C#Cc1ccc2c(c1)O[C@@H](CN(C)S(=O)(=O)c1cn(C)cn1)[C@@H](C)CN([C@H](C)CO)S2(=O)=O	1
CC1(C)CN(C2CCCCC2)C(=O)[C@H]1CC(=O)Nc1ccc(Br)cc1	0
O=C(COC(=O)c1ccc(S(=O)(=O)N2CCCC2)cc1)Nc1ccccc1Cl	-2
C[C@@H]1CCCCO[C@H](CN(C)Cc2ccc(C(=O)O)cc2)[C@@H](C)CN([C@H](C)CO)C(=O)c2cc(N(C)C)ccc2O1	-1
COc1ccccc1N1CCN(C(=S)NC(=O)c2ccc([N+](=O)[O-])cc2)CC1	2
COC(=O)C1=NN(c2cccc3ccccc23)C2C(=O)N(c3ccccc3OC)C(=O)C12 (configuration not stated)	4
CCOc1ccc(S(=O)(=O)NCCC(=O)NCC(c2ccc(OC)cc2)N2CCOCC2)cc1 (configuration not stated)	1
COc1cccc(S(=O)(=O)N(C)C[C@H]2OCc3cnnn3CCCC(=O)N([C@H](C)CO)C[C@H]2C)c1	-3
COc1ccc(S(=O)(=O)N=N/C=C2\C=CC=CN2O)cc1OC	0
O=C1/C(=C/c2ccccn2)SC(=S)N1Cc1ccccc1	1
Cc1ccc(S(=O)(=O)n2cccc2/C=C/[N+](=O)[O-])cc1	3
Cc1nc2ccccn2c(=O)c1NC(=O)c1ccc(Br)o1	-1
COc1ccc(Cl)cc1N(CC(=O)NCc1ccccn1)S(=O)(=O)c1ccc(C)cc1	1
Cc1nn(C)c2c1NC(=O)CS2	-3
C[C@@H]1CN([C@@H](C)CO)C(=O)c2cc(C#Cc3ccccc3)cnc2O[C@H]1CN(C)C(=O)c1ccccc1F	5
Cc1onc(-c2ccccc2)c1NC(=O)OC(C)c1cccnc1 (configuration not stated)	1
O=C(Nc1ccc(NC(=S)NC(=O)c2ccco2)cc1)c1ccc(Br)cc1	2
c1ccc(-c2nnc(N3CCN(c4ccccc4)CC3)nc2-c2ccccc2)cc1	3
CSc1nnc(SCC#N)s1	-3
Cc1ccc([C@H]2C[C@H](O)[C@@H](n3cc(C4CC4)nn3)CN2C(=O)c2cccs2)cc1	2

Not all compounds are listed; count on the stated rates, not on these rows.
